# VP16 counter – Gal4-VP16 reporter inhibition counter-screen | Drosophila S2 Gal4-VP16 UAS-luciferase, luminescence, 20 h | Potency, µM (titrated, usually from 53.6 µM), for the others: at the top dose activity, negative = inhibition, hits mostly inhibitors | actives 3.5% (n = 310,000);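 note: Gal4-VP16 expression switched on by copper sulfate through the metallothionein promoter; potency is the fitted concentration of half-maximal effect; % is set by controls: 0 for no effect and ±100 for the full control effect; nearly all actives have a fitted effect of over 50% in size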
# Rab9 prom act – Rab9 promoter activation | Huh7 Rab9 promoter-luciferase reporter, luminescence, 24 h | Potency, µM (titrated, usually from 9.22 µM), inactives show at the top dose activation, negative = inhibition, hits mostly activators | actives 2.8% (n = 320,000) | AID 485297; note: potency is the fitted concentration of half-maximal effect; % of control where 0% means no effect; nearly all actives have a fitted effect of over 60% in size
#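 Luminescence read-out: Huh7 cells stably expressing Rab9-luciferase, treated 24 h with compound at 37 °C, then lysed with luciferase reagent for 10 min at ambient before reading.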
# Giardia killer – kills Giardia lamblia; AID 540267; actives 0.15% (n = 340,000); Giardia lamblia trophozoite viability; activity change, % at 7.66 µM, hits read low; in the data active = activity change below about -80%; inconclusive = between about -30% and that limit;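 note: parasites exposed to compound for two days anaerobically before the ATP read; % is set by controls: 0 for no effect and ±100 for the full control effect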
#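 Viability, read as ATP luminescence: trophozoites at 100 cells/well, compound added, 48 hrs anaerobic at 37 deg C, then 15-30 min room-temperature development before reading.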
# Tb PFK block – T. brucei PFK enzyme inhibition | O15648 | T. brucei PFK, ADP-Glo luminescence | Potency, µM (top dose mostly 57.5 µM), without a hit: at the highest dose activity, negative = inhibition, usual class: inhibitors | actives 0.17% (n = 330,000) | AID 485367;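 note: potency is the fitted concentration of half-maximal effect; 0% = uninhibited 1x PFK enzyme wells and -100% = no-enzyme wells; nearly all actives have a fitted effect of over 60% in size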
# Target sequence (O15648 whole entry, looked up): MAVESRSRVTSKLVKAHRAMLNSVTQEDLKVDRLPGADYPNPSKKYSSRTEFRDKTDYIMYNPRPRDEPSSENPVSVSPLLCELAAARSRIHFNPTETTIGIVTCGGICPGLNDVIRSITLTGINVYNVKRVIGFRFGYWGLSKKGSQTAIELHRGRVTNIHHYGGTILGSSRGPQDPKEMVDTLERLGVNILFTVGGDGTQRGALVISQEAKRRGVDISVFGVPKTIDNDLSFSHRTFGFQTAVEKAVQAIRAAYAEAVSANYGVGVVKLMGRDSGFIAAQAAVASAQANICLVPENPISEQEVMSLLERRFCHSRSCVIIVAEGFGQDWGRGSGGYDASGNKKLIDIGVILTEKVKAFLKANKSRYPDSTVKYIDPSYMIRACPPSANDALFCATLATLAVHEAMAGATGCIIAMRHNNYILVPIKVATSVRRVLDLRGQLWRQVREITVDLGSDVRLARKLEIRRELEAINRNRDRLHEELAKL
#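 1.25 nM PFK with 0.5 mM F6P and 0.1 mM ATP in 0.1 M TEA pH 8.0, 5 mM MgCl2, incubated 45 min at room temperature; ADP measured by ADP-Glo luminescence; compounds titrated up to 57 uM.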
# ELG1 genotox – inducers of genotoxicity in HEK293T ELG1-luciferase cells. HEK293T ELG1-luciferase reporter, luminescence, 16 h. actives 1.3% (n = 330,000). Potency, µM (series often up to 46 µM), without a hit: top-dose activity change, positive = activation, most hits filed as activators; note: potency is the fitted concentration of half-maximal effect; % of control where 0% means no effect; nearly all actives have a fitted effect of over 60% in size
#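 ELG1-luciferase HEK293T cells, 2,000/well; compound pinned in; 16 hr, 37 °C, 5% CO2; ONE-Glo, 30 min RT; luminescence on CCD imager.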
# FLuc modulator – counter-screen for miR-21 project: firefly luciferase inhibitors or activators. P08659. actives 6.9% (n = 360,000). Potency, µM (doses to about 57.5 µM), for the others: at the top dose activity change, negative = inhibition, most hits filed as inhibitors. purified FLuc, Km substrates, luminescence inhibition. AID 588342;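 note: potency is the fitted concentration of half-maximal effect; plate controls were vehicle for no effect and reference inhibitor for full effect; nearly all actives have a fitted effect of over 55% in size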
#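 Purified P. pyralis luciferase (10nM final) with 10uM D-luciferin and 10uM ATP (Km levels) in 50mM Tris acetate pH 7.5, 10mM Mg acetate, 0.01% Tween-20, 0.05% BSA; qHTS 6-point titration, ~60 µM downward; luminescence read.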
# uPA generation – inhibitors of cell surface uPA generation; cell surface uPA generation assay, qHTS; Potency, µM (top dose mostly 38.3 µM), without a hit: top-dose activity change, negative = inhibition, usual class: inhibitors; actives 0.31% (n = 330,000); AID 540303; active = well fitted inhibition curve with a large enough effect; inconclusive = small, poorly fitted or top-dose-only effect; inactive = no such curve, though single readings can be large or run the other way; tested in mouse RAW 264.7 cells; note: potency is the fitted concentration of half-maximal effect; % is set by controls: 0 for no effect and ±100 for the full control effect; nearly all actives have a fitted effect of over 55% in size
# Coupling enz – counter-screen for Giardia aldolase inhibitors: coupling enzyme system; coupling enzyme system counterscreen, AmpLite Red fluorescence; activity change, negative = inhibition, % at 58.2 µM, hits read low; actives 0.67% (n = 290,000); in the data active = activity change below about -30%; note: % is set by controls: 0 for no effect and ±100 for the full control effect
#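 Compounds tested against the coupling enzymes alone at 57.5 uM final; readout was AmpLite Red fluorescence (525/598 nm) after 20 min at RT.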
# NPC1 prom act – activates the NPC1 promoter; Huh7 NPC1 promoter luciferase reporter, 24 h; Potency, µM (series often up to 9.22 µM), for the others: at the highest dose activation, usual class: activators; actives 2.4% (n = 320,000); AID 485313;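 note: potency is the fitted concentration of half-maximal effect; % of control where 0% means no effect; nearly all actives have a fitted effect of over 60% in size; reporter is driven by a mutant NPC1 promoter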
#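 Readout is luciferase luminescence, reflecting NPC1 promoter activation in stably transfected Huh7 cells after 24 h compound exposure at 37 °C in reduced-serum medium with 10% FBS.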
# KCNH2 3.1 block – inhibitors of human KCNH2 3.1 potassium channel isoform. actives 0.95% (n = 340,000). activity change, % (tested at about 1.8 µM). AID 720553. U2OS KCNH2 3.1, thallium flux FluxOr; stronger effect = lower value;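 active = maximum activity change below -70%; inconclusive = maximum activity change from -70% to -50%; inactive = maximum activity change above -50%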;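 note: thallium influx rate constant from kinetic fluorescence after stimulation buffer; % is set by controls: 0 for no effect and ±100 for the full control effect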
#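 Measured as rate of thallium-driven FluxOr signal in transduced U2OS cells carrying the 3.1 channel, read kinetically for 2 min upon stimulation; values are rate constants scaled to DMSO control wells.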
# RORgamma inh – ROR gamma (mouse) transcription inhibition | P51450 | Drosophila S2 Gal4-RORgamma UAS-luciferase reporter, 20 h | Potency, µM (series often up to 53.6 µM), without a hit: top-dose activity change, negative = inhibition, hits mostly inhibitors | actives 5.4% (n = 310,000); note: potency is the fitted concentration of half-maximal effect; % is set by controls: 0 for no effect and ±100 for the full control effect; nearly all actives have a fitted effect of over 60% in size
# Target sequence (P51450 whole entry, looked up, the tested form may be a part): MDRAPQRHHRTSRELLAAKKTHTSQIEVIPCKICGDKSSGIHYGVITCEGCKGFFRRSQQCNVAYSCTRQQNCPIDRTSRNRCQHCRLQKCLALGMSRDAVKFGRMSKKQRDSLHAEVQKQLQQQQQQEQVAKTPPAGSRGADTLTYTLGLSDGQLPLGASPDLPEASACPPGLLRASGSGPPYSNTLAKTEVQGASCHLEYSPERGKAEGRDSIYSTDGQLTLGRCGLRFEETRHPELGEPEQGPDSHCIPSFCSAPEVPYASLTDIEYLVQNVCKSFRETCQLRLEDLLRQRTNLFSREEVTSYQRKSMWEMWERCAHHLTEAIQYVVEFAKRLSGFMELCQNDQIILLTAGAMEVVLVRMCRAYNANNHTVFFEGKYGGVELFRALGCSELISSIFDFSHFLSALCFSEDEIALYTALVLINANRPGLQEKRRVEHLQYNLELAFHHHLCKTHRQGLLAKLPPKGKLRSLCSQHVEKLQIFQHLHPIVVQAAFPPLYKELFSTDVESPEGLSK
#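 ROR gamma transcriptional activity was tracked as Gal4-UAS luciferase output in stably transfected Drosophila Schneider cells, with compound added 1 hr before 700 uM copper sulfate induction and a 20 hr ambient-temperature incubation.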
# * marks the source's active call; other numbers are inactive results; ? = inconclusive; · = not tested or not shown; [ ] = remark or other dose. Unless noted, calls come from the whole dose curve; as a rule, active = well fitted curve in the direction sought with a large enough effect; inconclusive = small, poorly fitted or top-dose-only effect, or another doubt; inactive = no such curve, though single readings can be large; an effect the other way counts as inactive or inconclusive.
structure	VP16 counter	Rab9 prom act	Giardia killer	Tb PFK block	ELG1 genotox	FLuc modulator	uPA generation	Coupling enz	NPC1 prom act	KCNH2 3.1 block	RORgamma inh
Cc1cc(OCC(=O)N2CCN(c3ccccn3)CC2)cc(C)c1Br	2%	-3%	-6	1%	-8%	-1%	1%	-1	3%	-3	-3%
O=C(O)CCC(NS(=O)(=O)c1ccc(-c2ccccc2)cc1)C(=O)O (centres undefined)	-4%	18%	0	2%	2%	-1%	-1%	15	-2%	7	5%
COCC(=O)N(Cc1cc2cc(C)ccc2[nH]c1=O)c1ccc(C)c(C)c1	-11%	4%	11	-5%	0%	-5%	4%	1	3%	15	9%
COc1ccc(OCC(=O)Nc2ccc(C)c(S(=O)(=O)N(C)C)c2)cc1	4%	-1%	1	-4%	-8%	?	-5%	-3	2%	0	?
COc1ccc(NC(=S)N(CCCN2CCOCC2)C(C)c2cc3cccc(OC)c3o2)cc1 (centres undefined)	-8%[10 µM]	-7%	-10	8%	48%	3%	-6%	3	0%	3	-2%
O=C(CSc1ccc2nnc(-c3ccccc3)n2n1)NCc1ccco1	-5%	-3%	12	?	-2%	-2%	·	1	-3%	8	?
COC(=O)c1ccccc1NC(=S)NC(=O)c1ccc(C)cc1	?	-1%	11	-14%	6%	?	-7%	1	-4%	-19	16µM*
CC1CCN(C(=O)c2ccc(-n3cnnn3)cc2)CC1	27%	-4%	-22	-4%	8%	0%	1%	2	0%	-4	42%
Cc1ccc(S(=O)(=O)N2CCOCC2)cc1NC(=O)COc1cccc(-n2cnnn2)c1	·	-7%	-8	-3%	-3%	2%	5%	·	-1%	-6	·
COCCCn1c(=O)/c(=C\c2ccc(OC(F)F)c(OC)c2)s/c1=C(/C#N)C(N)=O	-1%	15%	1	3%	13%	-12%	-10%	-2	9%	13	17%
O=C(Nc1cccnc1)c1ccc(CN2CCc3ccccc3C2)cc1	6%	-21%	-10	-19%	-8%	-17%	-3%	-7	-14%	-1	32%
C/C(=N\NC(=O)c1cccc([N+](=O)[O-])c1)c1ccco1	12%	1%	2	2%	4%	-12%	-1%	0	2%	1	?

# The listing continues.
structure	VP16 counter	Rab9 prom act	Giardia killer	Tb PFK block	ELG1 genotox	FLuc modulator	uPA generation	Coupling enz	NPC1 prom act	KCNH2 3.1 block	RORgamma inh
Cc1ccc(Sc2nnc(Cc3ccccc3)c3ccccc23)cc1	?	0%	-4	-8%	-10%	6%	·	0	-2%	-13	13µM*
Cc1cc(NC(=O)CCC(=O)N(CC(=O)NC2CCCC2)c2cccc(F)c2)no1	17%	-6%	-15	-2%	1%	-1%	1%	2	-1%	-6	26%
CC(=O)c1cc(C#N)c(N2CCCC2)nc1C	-7%	7%	3	3%	7%	1%	-6%	5	1%	-4	-5%
CCOc1ccccc1OCC(=O)Nc1cc2c(cc1C(=O)O)OCCCO2	1%	3%	-8	4%	-4%	0%	1%	11	-2%	11	0%
CC1=NN(S(=O)(=O)c2ccc(C)cc2)C(=O)c2ccccc2O1	-1%	-9%	6	16%	5%	0%	-10%	1	-5%	?	-4%
CCCCNC(=O)C1CCC(CNS(=O)(=O)c2c(C)cc(C)cc2C)CC1 (centres undefined)	-1%	-5%	2	-5%	-1%	3%	-2%	2	1%	4	-5%
CC1=C(C)/C(=N/OC(=O)c2cccc([N+](=O)[O-])c2)C=CC1=O	3.5µM*	-1%	-2	-4%	-21%	1%	-12%	-8	1%	-2	3.5µM*
CN(C(=O)c1ccc(C#N)cc1)c1nnc(-c2ccccn2)s1	-6%	4%	-11	-1%	10%	-10%	5%	1	-3%	-10	2%
Cn1c(=O)n(C)c2cc(NC(=O)COc3ccc(F)cc3)ccc21	-4%	0%	50[activator]	-11%	9%	-3%	3%	-1	-6%	-14	19%
CC(=O)Nc1ccc(NC(=O)C(C)OC(=O)c2ccc(S(=O)(=O)N3CCCCC3)cc2)cc1 (centres undefined)	·	·	-20	1%	?	·	-1%	·	·	5	·
C#CCSc1nnc(-c2c[nH]c3ccccc23)n1C	0%	2%	-3	0%	13%	?	-24%	0	12%	21	6%
O=[N+]([O-])c1cccc(S(=O)(=O)c2ccc(N3CCCCC3)c([N+](=O)[O-])c2)c1	-6%	2%	-4	-4%	-1%	2%	0%	1	-2%	-20	?

# The list goes on:
structure	VP16 counter	Rab9 prom act	Giardia killer	Tb PFK block	ELG1 genotox	FLuc modulator	uPA generation	Coupling enz	NPC1 prom act	KCNH2 3.1 block	RORgamma inh
C[C@H](NC(=O)C1CCN(S(=O)(=O)c2ccccc2)CC1)C(=O)NCc1ccc(F)cc1	-7%	0%	29	-2%	-1%	0%	-5%	·	0%	-34	10%
Cc1ccc2c(c1)C(c1ccc(F)cc1)N(C(=O)c1cc3ccccc3oc1=O)CC(=O)N2 (centres undefined)	-9%	-4%	8	-1%	1%	-1%	-4%	5	-9%	-2	21%
CC(C)(C)NC(=O)CN(c1cccc([N+](=O)[O-])c1)S(=O)(=O)c1ccccc1	0%	-2%	11	1%	3%	1%	-5%	-2	-1%	8	-3%
CNCC(O)COc1ccccc1 (centres undefined)	-1%	0%	18	-2%	-3%	-1%	1%	-2	-8%	6	17%
COc1c(C)cc(C(=O)C2CCCN(C(=O)c3csc(C)n3)C2)cc1C (centres undefined)	-1%	0%	8	0%	3%	4%	-17%	0	-2%	14	-6%
Cc1ccc(N(Cc2cc(=O)[nH]c3ccccc23)C(=O)c2ccco2)cc1	-16%	1%	-16	12%	-4%	-6%	0%	0	3%	3	5%
O=S(=O)(CCc1nnc(-c2ccccc2)o1)c1ccc2ccccc2c1	2%	-10%	-14	-7%	0%	-1%	2%	-1	-2%	-2	25%
O=C(NCCCN1CCOCC1)c1ccc(Br)s1	0%	5%	-16	-3%	0%	-1%	·	0	21%	-1	7%
COc1ccc(N(CCOc2ccccc2)S(=O)(=O)c2ccccc2)cc1	·	-9%	3	15%	-2%	2%	-16%	·	-1%	-16	·
Cc1ccc(C(=O)N/N=C/c2c[nH]c3ccccc23)o1	21%	26%	14	-5%	?	24µM*	-6%	1	18%	9	2%
CC(Cc1ccccc1)NC(=O)CC(c1ccccc1)c1ccccc1O (centres undefined)	0%	-4%	-3	-9%	-4%	5%	9%	0	-3%	-4	10%
Cc1cc(C)cc(NS(=O)(=O)c2ccc(-c3cnc(C4CC4)o3)cc2)c1	?	-24%	-6	0%	4%	-1%	?	·	-14%	8	?

# Following part.
structure	VP16 counter	Rab9 prom act	Giardia killer	Tb PFK block	ELG1 genotox	FLuc modulator	uPA generation	Coupling enz	NPC1 prom act	KCNH2 3.1 block	RORgamma inh
COc1ccc2c(c1)CCc1cc(C(=O)N3CCN(c4ccc(N5CCOCC5)nn4)CC3)sc1-2	1%	-4%	-5	-1%	-29%	?	?	-58*	-5%	-28	10%
Cc1ccc(-n2c(=O)[nH]cc(C(=O)Nc3ccc4c(c3)OCCO4)c2=O)cc1C	-1%	-3%	8	4%	2%	?	6%	1	1%	3	0%
O=C(OCC(=O)C12CC3CC(CC(C3)C1)C2)c1cccnc1	-6%	-4%	30[activator]	-3%	0%	?	0%	0	-9%	24	3%
COC(=O)COc1ccc(S(=O)(=O)NCCC2=CCCCC2)cc1Cl	-11%	1%	-1	-4%	1%	0%	·	2	0%	-7	-4%
O=S(=O)(Nc1ccccc1)c1ccc(-c2csnn2)cc1	?	1%	21	0%	-5%	-2%	1%	5	-4%	3	-10%

# Molecules shown so far that have an aryl methoxy group:
structure	VP16 counter	Rab9 prom act	Giardia killer	Tb PFK block	ELG1 genotox	FLuc modulator	uPA generation	Coupling enz	NPC1 prom act	KCNH2 3.1 block	RORgamma inh
COc1ccc(OCC(=O)Nc2ccc(C)c(S(=O)(=O)N(C)C)c2)cc1	4%	-1%	1	-4%	-8%	?	-5%	-3	2%	0	?
COc1ccc(NC(=S)N(CCCN2CCOCC2)C(C)c2cc3cccc(OC)c3o2)cc1 (centres undefined)	-8%[10 µM]	-7%	-10	8%	48%	3%	-6%	3	0%	3	-2%
COCCCn1c(=O)/c(=C\c2ccc(OC(F)F)c(OC)c2)s/c1=C(/C#N)C(N)=O	-1%	15%	1	3%	13%	-12%	-10%	-2	9%	13	17%
COc1c(C)cc(C(=O)C2CCCN(C(=O)c3csc(C)n3)C2)cc1C (centres undefined)	-1%	0%	8	0%	3%	4%	-17%	0	-2%	14	-6%
COc1ccc(N(CCOc2ccccc2)S(=O)(=O)c2ccccc2)cc1	·	-9%	3	15%	-2%	2%	-16%	·	-1%	-16	·
COc1ccc2c(c1)CCc1cc(C(=O)N3CCN(c4ccc(N5CCOCC5)nn4)CC3)sc1-2	1%	-4%	-5	-1%	-29%	?	?	-58*	-5%	-28	10%

# Screens from PubChem BioAssay.

# Outcome played no part in choosing rows; 14% or so of the library scored in one or more.
